Compound activity as filed in PubChem BioAssay.
ALOX12 inh: ALOX12 (human) lipoxygenase inhibition; P18054; purified 12hLO, xylenol orange hydroperoxide absorbance; Potency, µM (titrated, usually from 108 µM), for the others: at the top dose activity change, negative = inhibition, usual class: inhibitors; actives 1.1% (n = 580,000); AID 1671190; active means well fitted inhibition curve with a large enough effect; inconclusive means small, poorly fitted or top-dose-only effect, or another doubt; inactive means no such curve, though single readings can be large or run the other way
Target sequence (P18054 whole entry, looked up): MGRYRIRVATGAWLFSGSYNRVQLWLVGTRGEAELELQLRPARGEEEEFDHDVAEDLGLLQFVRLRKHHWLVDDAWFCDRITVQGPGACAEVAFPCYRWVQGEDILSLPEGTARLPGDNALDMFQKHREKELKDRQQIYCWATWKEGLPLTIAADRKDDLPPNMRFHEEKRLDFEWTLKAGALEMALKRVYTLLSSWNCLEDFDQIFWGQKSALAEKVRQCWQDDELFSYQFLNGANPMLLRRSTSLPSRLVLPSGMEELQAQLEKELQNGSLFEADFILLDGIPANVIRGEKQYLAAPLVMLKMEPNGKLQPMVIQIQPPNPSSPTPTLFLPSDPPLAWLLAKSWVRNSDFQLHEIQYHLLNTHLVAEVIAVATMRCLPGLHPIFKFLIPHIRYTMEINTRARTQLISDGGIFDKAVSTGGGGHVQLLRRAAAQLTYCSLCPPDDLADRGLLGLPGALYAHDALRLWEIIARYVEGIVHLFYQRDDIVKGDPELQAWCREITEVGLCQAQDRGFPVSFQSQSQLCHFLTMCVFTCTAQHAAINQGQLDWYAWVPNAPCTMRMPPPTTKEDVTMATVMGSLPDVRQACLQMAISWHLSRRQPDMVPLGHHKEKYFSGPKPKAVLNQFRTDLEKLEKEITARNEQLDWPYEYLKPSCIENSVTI
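Hydroperoxide product was detected by ferrous iron/xylenol orange as the 573 to 405 nm absorbance ratio. Arachidonic acid at 40 uM (final) was turned over for 30 min at room temperature by 150 nM human 12hLO, pH 7.0 Hepes buffer, after 15 min compound preincubation.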
An asterisk follows results filed as active; ? = inconclusive; [ ] = remark or other dose. On the % scale 0 is the no-effect control and ±100 the full control effect; potency means the concentration at half of the fitted maximal effect.

ALOX12 inh | molecule
? | COc1ccc(Nc2nc(-c3ccc(NC(C)=O)cc3)cs2)cc1
43.0%[activator] | O=C(NCc1ccccc1)NC[C@H]1O[C@@H]2C[C@@H](CC(=O)N3CCC(F)(F)C3)O[C@@H]2[C@@H]1O
10.9% | Cc1cc(C[C@@H]2COC[C@@H]2NC(=O)CN2CCN(c3ncccn3)CC2)on1
-3.7% | Cc1cccc(NC(=O)c2nc[nH]c2C(=O)N[C@@H](C)CO)c1
-27.3% | COc1ccc(C(C)(O)c2nc(-c3ccc(F)c(Cl)c3)cs2)cc1 (stereo not drawn)
-17.4% | Cc1ccc(CN2CCN(c3nc4c(c(=O)[nH]c(=O)n4C)n3C/C=C/c3ccccc3)CC2)cc1
? | COCCn1c(C)cnc1CCNS(=O)(=O)c1cccnc1
6.9% | CCc1ccc2cc(C)cnc2n1
-3.0% | CCOc1ccc(NC(=O)C(C)Sc2ncnc3nc[nH]c23)cc1 (stereo not drawn)
1.0%[6.33 µM] | N#Cc1ccc(CN2CCC3(CN[S+](=O)([O-])c4cnccc4O3)C2)cc1 (stereo not drawn)
-4.5% | COc1cccc2ccn(CC(=O)NCc3ccccc3)c12
? | CNC(=O)C(C)Sc1nc(-c2ccccc2)c(-c2ccccc2)o1 (stereo not drawn)
20.5% | O=C(NCC1CCCO1)C1CCN(C2CCN(C(=O)CCC3CCCCC3)CC2)CC1 (stereo not drawn)
-5.5% | O=C(NCc1ccccc1)[C@@H]1CCCN1C(=O)[C@H]1CCCN1C(=O)c1cccc(Cl)c1
10.4% | CCC1(C2CCN(Cc3ccc(OC)cc3)CC2)NC(=O)N(CC2COc3ccccc3O2)C1=O (stereo not drawn)
61.1%[activator] | CN(C)C[C@H]1C[C@@H](CO)CN(C(=O)COc2ccc(F)c(Cl)c2)C1
4.8% | Cc1cc(C)c(NC(=O)c2cc(=O)c3ccccc3o2)c(Cl)c1
27.0% | O=C([C@H]1C[C@H](Oc2ccccc2)CN1C(=O)Cc1ccccc1F)N1CCOCC1
? | COc1cc(-c2n[nH]c3ccnc(-c4cccc(C(F)(F)F)c4)c23)cc(OC)c1OC
? | COc1ccc(-c2nnc3sc(-c4cc(C(C)(C)C)nn4C)nn23)cc1OC
-10.0% | O=c1n2c(c(O)n1C1CCCCC1)C(c1ccccc1)=Nc1ccccc1C2
? | Cc1noc(-c2cn(C3CCN(C(=O)c4ccc[nH]4)C3)nn2)n1 (stereo not drawn)
32.9% | Cc1cc(C)c(C)c(S(=O)(=O)N2CCN(C(=O)CCc3ncc(-c4ccc(F)cc4)o3)CC2)c1C
4.2% | Cc1ccc(CN2CCN(C(=O)C3Cn4cccc4C(=O)N3CC(C)C)CC2)cc1 (stereo not drawn)
21.0% | CC1(C)CCCC2(C)C1CCC1(C)OC(=O)CCC12 (stereo not drawn)
29.6% | CN(C)C(=O)C1CN(C(=O)Nc2ccccc2Cl)CC12CCOCC2 (stereo not drawn)
-9.0% | CCOC(=O)C1(C)CCCCCN1C(=O)c1ccc(OC)cc1 (stereo not drawn)
22.2% | CCN(CC)Cc1ccc(CNC(=O)c2occc2C)cc1
? | COc1ccc(C(=O)NC[C@H]2O[C@@H](CC(=O)N(C)Cc3ccccc3)[C@H](O)[C@@H]2O)cc1
-4.1% | O=C(NC1CCCCC1)c1ccc(N2CC3CC(C2)[C@H]2CCCC(=O)N2C3)nc1 (stereo partly drawn)
4.8%[176 µM] | COc1cccc(CN2C(=O)OC3(CCN(C(=O)C(C)C)CC3)C2(C)c2cccnc2)c1 (stereo not drawn)
1.9% | O=C(c1cn(-c2ccccc2Br)nn1)N1CCc2ccccc2C1
? | COC(=O)[C@H](CC(C)C)N(Cc1cn(Cc2ccc(C)cc2)nn1)S(=O)(=O)c1ccc(F)cc1Br
41.2%[activator] | COc1cccc(C(=O)N2CCCC(Cc3nc(C4CCOCC4)no3)C2)c1 (stereo not drawn)
19.2% | CC1=C(C(=O)Nc2ccccc2)C(c2ccc(F)cc2)N2C(CC(=O)NCC(C)C)=CSC2=N1 (stereo not drawn)
2.8% | NCc1csc(NC(=O)Nc2cccc(Cl)c2)n1
5.0% | O=C(CSc1nnnn1-c1ccccc1)N1CCN(CC(=O)N2CCCC2)CC1
44.7%[activator] | CCN(CCc1nc2ccc(F)cc2[nH]1)C(=O)c1cc2n(n1)CCN(C)C2
10.7% | C=CCn1c(SCCc2ccccc2)nc2c1c(=O)n(C)c(=O)n2C
-19.5% | COc1ccc(CN2C(=O)COC[C@@H]2[C@H](O)c2ccc(NC(=O)c3ccc(C(C)(C)C)cc3)cc2)cc1
5.5%[6.33 µM] | COc1ccccc1-c1nnc2n1C(C(=O)N1CCN(c3ncccn3)CC1)CC2 (stereo not drawn)
1.1% | O=C1CCN(C(=O)CCC2CCCC2)CCCC(c2nc(-c3cccnc3)no2)CCN1 (stereo not drawn)
17.4% | COc1ccc(CNC(=O)NCc2cccc(OC)c2)cc1
-15.2%[176 µM] | CNC(=O)c1cccc(-c2cnc(Nc3cccc(F)c3)c3c2CCO3)c1
-6.3%[176 µM] | CC1=C[C@@H](CNC(=O)Cn2cnnn2)[C@H](C(C)C)C[C@H]1Cc1nc2ccccc2[nH]1
23.1% | O=C([C@@H]1C[C@H](F)CN1C(=O)c1ccccc1F)N1CCCCC1
-1.5% | Cc1ccccc1-n1c(SCC(=O)NC(C)c2cc3ccccc3o2)nnc1N1CCOCC1 (stereo not drawn)
7.5% | COCc1c(C(=O)N2CCC(c3ccccc3)CC2)cnn1-c1nccc(-c2cc(C)sc2C)n1
5.9% | Cc1cccc(NC(=O)CSc2nccn2Cc2ccccc2Cl)c1C
33.6% | CCC(=O)NC1CCN(c2cnn(C)c(=O)c2)CC1

An excerpt from above in order of the ALOX12 inh value, highest first.
| SMILES | ALOX12 inh |
| --- | --- |
| CCC(=O)NC1CCN(c2cnn(C)c(=O)c2)CC1 | 33.6% |
| CCN(CC)Cc1ccc(CNC(=O)c2occc2C)cc1 | 22.2% |
| CC1=C(C(=O)Nc2ccccc2)C(c2ccc(F)cc2)N2C(CC(=O)NCC(C)C)=CSC2=N1 (stereo not drawn) | 19.2% |
| C=CCn1c(SCCc2ccccc2)nc2c1c(=O)n(C)c(=O)n2C | 10.7% |

(further entries)
ALOX12 inh | molecule
1.7% | CCn1nc(CC(C)C)cc1C(=O)N1CCC2(CC1)CNC(=O)O2
-9.9% | CCOC(=O)[C@]12CCCC=C1N(Cc1ccco1)C(=O)[C@H](CC(=O)N1CCN(C(=O)C3CC3)CC1)C2
-13.8% | COc1cccc(/C=C/C(=O)c2cc(C)ccc2C)c1OC
3.98µM* | CC(C)Nc1ncnc2c1CN(C1CCCNC1)C(=O)CN2C (stereo not drawn)
-1.4%[12.5 µM] | CN1CCC2(Cc3ccccc3CN(C(=O)CCN)C2)C1 (stereo not drawn)
31.6µM* | CC1(C)C2CC=C(/C=N/NC(=S)Nc3ccc(SC(F)F)cc3)C1C2 (stereo not drawn)
-10.1%[176 µM] | COc1ccc(OCC2(C)COc3ccc(C(=O)Nc4cccnc4)cc3N2)cc1 (stereo not drawn)
0.3%[6.33 µM] | O=C(C1CCCC1)N1CC2(CCCN(Cc3cccnc3)C2)Cc2ccccc21 (stereo not drawn)
81.8%[activator] | CN(Cc1ccccc1)C(=O)c1cc(-c2ccccn2)nc2ccccc12
22.6% | Cc1cnc(C2CCN(S(=O)(=O)c3cn(C)cn3)C2)n1C(C)C (stereo not drawn)
19.5% | COc1ccc(CN2CCCCCNC(=O)CC2c2ccccc2)cc1Cc1c(C)noc1C (stereo not drawn)
? | CC(CCc1ccccc1)NC(=O)c1ccc2c(c1)N(Cc1ccccc1)C(=O)CS2=O (stereo not drawn)
9.2% | C[C@H]1[C@@H](NS(=O)(=O)Cc2ccccc2)CC[C@@]23CCCN2C(=O)CCC[C@@H]13
? | Nc1sc2c(c1C(=O)NCCc1ccccc1)CCCC2
15.3% | CCCS(=O)(=O)NCc1nnnn1-c1ccccc1
4.5% | O=C(NCc1ccccc1)[C@H]1CCCN1C(=O)[C@H]1CCCN1C(=O)c1ccc(F)cc1F
12.8% | Cc1ccc([S+](=O)([O-])N2CCC(N3CCCCCC3=O)CC2)cc1
22.1% | CCNC(=O)c1cccnc1OC1CCN(C(=O)C2CCC2)C1 (stereo not drawn)
28.1% | Cc1cnc(C2CCN(S(=O)(=O)c3ccc4c(c3)CCC4)C2)n1C(C)C (stereo not drawn)
14.7% | CCNC(=O)C1(C)CCCN1C(=O)c1ccc2c(c1)OCO2 (stereo not drawn)
8.6% | Cc1ccc2nc(SCC(=O)NCC3Cc4cccc(-c5nc(C)cnc5C)c4O3)[nH]c2c1 (stereo not drawn)
? | CN1CCN(c2nc3ccccc3nc2C(C#N)C(=O)NCc2ccccc2)CC1 (stereo not drawn)
-15.0% | CCOc1ccc(S(=O)(=O)NCC(=O)O)cc1
-5.5% | Cc1ccc(C(=O)NCc2nnc3cc(-c4nc(C5CC5)no4)ccn23)cc1F
45.8% | CC(C)NC(=O)c1ccc(Cn2cnc3ccccc3c2=O)cc1
-47.7% | COC(=O)[C@]12CCCCC=C1N(Cc1ccc(Cl)cc1Cl)C(=O)[C@H](CC(=O)NCCCCc1ccccc1)C2
-1.2% | CCCn1c(SCC(=O)Nc2ccc(F)cc2)nc(O)cc1=O
-28.3% | CNC(=O)C1CCCN(Cc2nc(-c3cccc(Oc4ccccc4)c3)oc2C)C1 (stereo not drawn)
? | O=C(c1nc2sccn2c1Br)N1CCOCC1
8.4% | C/C=C/Oc1ccc(C(=O)/C(=C\c2ccncc2)c2nc3ccccc3o2)cc1
6.7% | Cc1ncsc1C1N(C2CCN(C(=O)C3CC3)CC2)C(=O)C12CCCC2 (stereo not drawn)
-26.4% | Cc1nc(NC(=O)C(C)(C)C)sc1C(=O)Cn1cc(CCc2ccccc2)nn1
8.3% | CCNC(=O)Nc1cc(S(=O)(=O)N2CCOCC2)ccc1N1CCCCC1
? | CCCCN(CCCC)S(=O)(=O)c1[nH]ncc1C(=O)OCC
6.0% | COCc1c(C(=O)N2CCN(c3ccccc3O)CC2)cnn1-c1nccc(-c2cccs2)n1
? | Cc1ccccc1NC(=O)Cc1nc(COC(=O)CNC(=O)c2ccc(Cl)cc2Cl)cs1
-9.1%[176 µM] | Cc1noc(C)c1-c1cc2c(c(-c3ccccc3F)c1)C(=O)N(C)C2
14.6% | COc1ccc(OC(=O)OCc2ccccc2)cc1
? | COc1ccc(C(=O)CC(Sc2ccccc2N)c2ccc(OC)cc2)cc1 (stereo not drawn)
? | CC(C)C(NS(C)(=O)=O)c1nnc2n1CCN(Cc1ccnc3ccccc13)CC2 (stereo not drawn)
-24.1% | Cc1cccc(CNC(=O)CCCNC(=O)C(C)(C)C)c1
-5.8% | CNC(=O)C(C)SCc1ccc(Br)cc1 (stereo not drawn)
? | Cc1ccc(Cn2nnc3c(=O)n(Cc4nc(-c5cccc(C(F)(F)F)c5)no4)cnc32)cc1
0.8% | O=C(NC1CCN(c2nc3ncccc3o2)CC1)c1ccccc1F
-4.8% | CCOc1ccccc1Cn1c(SCC(=O)NC(C)(C)C)nc2c(sc3ncccc32)c1=O
-13.9% | O=P(O)(Cc1ccccc1)c1ccccc1
12.4% | COC(=O)[C@@H]1C[C@H](NC(=O)c2c(Cl)cccc2Cl)CN1C
19.6% | O=C(c1ccccc1OC(F)(F)F)N1CCC2(CC1)CC(O)CCO2 (stereo not drawn)
? | Cc1ccc(C(=O)NCCN2CCc3ccccc3C2)cc1F
-16.4% | CC(NC(=O)CSc1nnc(COc2ccccc2Cl)n1C)c1cccc2ccccc12 (stereo not drawn)

Single entries from the entries so far.
Cc1cc(C)c(C)c(S(=O)(=O)N2CCN(C(=O)CCc3ncc(-c4ccc(F)cc4)o3)CC2)c1C in ALOX12 inh = 32.9%
CC1=C(C(=O)Nc2ccccc2)C(c2ccc(F)cc2)N2C(CC(=O)NCC(C)C)=CSC2=N1 (stereo not drawn) in ALOX12 inh = 19.2%

A second format for 3 compounds above:
mol	ALOX12 inh
COC(=O)[C@@H]1C[C@H](NC(=O)c2c(Cl)cccc2Cl)CN1C	12.4%
O=C(c1ccccc1OC(F)(F)F)N1CCC2(CC1)CC(O)CCO2 (stereo not drawn)	19.6%
Cc1ccc(C(=O)NCCN2CCc3ccccc3C2)cc1F	?

The listing picks up, starting three compounds before the break.
ALOX12 inh | molecule
19.6% | O=C(c1ccccc1OC(F)(F)F)N1CCC2(CC1)CC(O)CCO2 (stereo not drawn)
? | Cc1ccc(C(=O)NCCN2CCc3ccccc3C2)cc1F
-16.4% | CC(NC(=O)CSc1nnc(COc2ccccc2Cl)n1C)c1cccc2ccccc12 (stereo not drawn)
9.3% | O=C1CC(/C=C/c2ccccc2)Cc2nc(N3CCCC3)ncc21 (stereo not drawn)
? | Cc1ccc(-c2nc(CCNC(=O)Nc3cc(F)c(N(C)C)c(F)c3)co2)cc1
18.5% | O=C(Nc1ccc(Cl)cc1F)N1CCc2nc3cc[nH]n3c(=O)c2C1
-1.6% | CC1(C)CC(NC(=O)C2CCN(S(=O)(=O)c3ccc(C#N)cc3)CC2)CC(C)(C)N1
24.1% | CNC(=O)[C@@H]1C[C@@H](O)CN1C1CCN(C(=O)c2cc3ccccc3[nH]2)CC1
-23.4% | Cn1cc(CN2CCCN(C(=O)c3ccco3)CC2)c(-c2ccc(C3CCCCC3)cc2)n1
7.5% | CC(=O)NC12CC3CC(CC(C3)C1)C2
26.2% | Cc1ccc(NC(=O)c2cnc(-c3ccccc3)nc2-c2ccncc2)cc1C
8.6% | CC(C)CN(CC(C)C)C(=O)CCS(=O)(=O)c1cc2c(cc1Cl)NC(=O)CO2
-2.1% | CCCCCCN1C[C@@H](O)[C@H](n2cc(-c3ccc(F)cc3)nn2)C[C@@H]1c1ccc(OC)cc1
13.8%[176 µM] | CC(C)NC(=O)N[C@H]1C[C@@H](c2nc(-c3ccncc3)no2)N(C)C1
? | O=[N+]([O-])c1ccc(Oc2cccc(C(F)(F)F)c2)c2ccncc12
-0.3%[176 µM] | CC(C)(C)c1nnc([C@H]2CCN(Cc3ccco3)C2)o1

An excerpt. The share of hits here may be higher or lower than overall.
